Bioassay records: PubChem BioAssay, National Center for Advancing Translational Sciences (NCATS)
KDM5B inh = inhibitors of human KDM5B histone demethylase; KDM5B demethylase, FDH-coupled NADH fluorescence (FDH is formaldehyde dehydrogenase); Potency, µM (series often up to 57.7 µM), inactives show at the highest dose activity change, negative = inhibition, actives largely listed as inhibitors; 2.6% of 220,000 active; active = well fitted inhibition curve with a large enough effect; inconclusive = small, poorly fitted or top-dose-only effect; inactive = no such curve, though single readings can be large or run the other way; also: 0% is about no effect; nearly all actives have a fitted effect of over 70% in size
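Here, H3K4me3 peptide (12.5 µM in substrate mix) is demethylated by KDM5BΔAP, 200 nM final, after 10 min compound exposure. Formaldehyde product is coupled through FDH (0.25 U/mL in mix) to NADH fluorescence; 30-min ΔRFU feeds dose-response curves.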
Active calls of the source: *; ? = inconclusive; [ ] = dose if it differs, or a comment. Potency is read from the fitted curve at half-maximal effect. An excerpt; rates above refer to the full screens.

KDM5B inh	Structure
?	CC(C)NC[C@H]1O[C@@H](CO)[C@@H](O)[C@H]1N1CCN(c2ncccn2)CC1
?	Cc1ccccc1NC(=O)Nc1ccc2nc(N3CCN(C)CC3)cc(C)c2c1
-21%	Cc1ccc(OCCNC(=O)CCc2nc3sc4c(c3c(=O)[nH]2)CCCC4)cc1
-13%	CNC(=O)c1cc[nH]c1C1CCCN(C(=O)Cc2ccsc2)C1 (centres undefined)
5%	COc1ccccc1CNC(=O)Cn1c(=O)c2c(ncn2CC(C)C)n(Cc2ccccc2)c1=O
8%[86.2 µM]	COc1ccccc1CN1CCc2ncc(C(=O)Nc3ccccc3)n2CC1
-8%	CC(Sc1cc(C(=O)NC2CC2)c2ccccc2n1)C(=O)NC1CCCC1 (centres undefined)
-10%	COC(=O)c1c(NC(=O)c2nc(SCc3ccc(C)cc3)ncc2Cl)sc2c1CCCC2
2%	O=C(CSc1nnc2scc(-c3ccccc3)n12)Nc1ccc(Cl)cc1
-10%	CCc1noc(CC2CCOC3(CCN(S(=O)(=O)c4cccc(OC)c4)CC3)C2)n1 (centres undefined)
-7%	CCn1ncc(CN2C[C@@H](COC)[C@H](c3ccncc3)C2)c1C
23%	O=c1cc2c(nn1Cc1cccc(Br)c1)CCCCC2
-7%	O=C(Nc1ccc2nc3n(c(=O)c2c1)CCCCC3)C(=O)N1CCN(c2ccccc2)CC1
-27%	COc1ccccc1NC(=O)N1CC(C(=O)NCC2CC2)CC(c2ccccc2)C1 (centres undefined)
31%	O=C(Cc1ccc([N+](=O)[O-])cc1)Nc1ccc(Br)cn1
?	O=c1c2nc(Nc3cccc(F)c3)ccc2ncn1Cc1ccccc1
-3%	CN(Cc1nc2ccccc2o1)Cc1ccc(Cl)cc1Cl
?	CCC1=C(C(=O)OC)C(c2ccccc2OC)N2C(CC(=O)N3CC(C)OC(C)C3)=CSC2=N1 (centres undefined)
0%	COc1cc(NC(=O)Cc2noc3ccccc23)cc(OC)c1OC
-5%	O=C(c1ccc2ncsc2c1)N1CCN(C(=O)c2cccs2)CC1
-4%[86.2 µM]	CC[C@H]1CN(C(=O)C2CC2)CC[C@H]1CC(=O)NCc1ccccc1
-5%	O=C1CCc2cc(-c3csc(NC4CC4)n3)ccc2N1
?	COC(=O)c1c(-c2cccs2)csc1NC(=O)c1ccc(Br)cc1
4%[86.2 µM]	Clc1cc(NCC2CCCCC2)n2nccc2n1
-29%	COCCN1CCCCCC(O)c2cc(C(=O)NCCN3CCOCC3)ccc21 (centres undefined)
-2%	C[C@@H]1COc2cc(Br)ccc2S(=O)(=O)N1Cc1cn(Cc2ccc(Br)cc2)nn1
-6%	CC(OC(=O)c1n[nH]c(=O)c2ccccc12)C(=O)Nc1cc(F)ccc1F (centres undefined)
21%	CCc1ccccc1NC(=O)c1nn(C)c(=O)c2ccccc12
?	O=C(NC1CCCCC1)C1CC=CCC1c1nc2ccccc2s1 (centres undefined)
33%	O=C(/C=C/c1ccc(F)cc1)N1CC[C@@]2(O)CCCC[C@H]2C1
-2%	CCOc1ccccc1CNC(=O)[C@H]1CCC[C@H]1NC(=O)c1ccc(OC)cc1
?	COC(=O)c1c(N)n(-c2cc(Cl)cc(Cl)c2)c2nc3ccccc3nc12
2%	O=C(CSc1nnc(CNC(=O)c2c(F)cccc2Cl)o1)Nc1cccc(F)c1
17%	O=C(c1nccc2ccccc12)N1C[C@@H](CO)[C@H](c2ccncc2)C1
-2%	COc1ccc(OC)c(Nc2nc(-c3ccc(C)cc3)nc3ccccc23)c1
22µM*	CN(Cc1cc(C2CC2)n[nH]1)c1nccc(-c2cccnc2)n1
22%	OCCC1CN(Cc2cc(F)ccc2-n2cccn2)CCN1Cc1ccc(F)cc1 (centres undefined)
-3%	CCCCS(=O)(=O)N1C[C@@H](COC)[C@H](C(N)=O)C1
-22%	O=C(c1ccco1)N(Cc1cccnc1)c1nc2ccc(F)cc2s1
-26%	Cc1nn(C)c(C)c1CCC(=O)N[C@@H]1CN(Cc2ccccc2)C[C@H]1CN(C)C
?	CCN(CC)c1cc(CCC(=O)NCc2cc(F)ccc2F)ccn1
-18%	O=C(Cn1nc(-c2ccc(F)cc2)ccc1=O)N1CCc2ccccc2C1
-9%	CCN1C(=O)COc2ccc(-c3csc(NC(=O)c4ccco4)n3)cc21
-9%	COCC(=O)N1CCN(C(=O)NC(C)C)C[C@H]1C(=O)N[C@H](Cc1cccnc1)C(=O)OC
9%	CC(=O)N(c1cccc(C(F)(F)F)c1)c1nc(CSc2nnc(C3CC3)n2C2CC2)cs1
-3%	COc1ccc(CN2C[C@@H](CO)[C@H](c3ccccn3)C2)cc1C
?	Cc1oc(-c2cccs2)nc1C(=O)N1CCCCCC1
21%	Cc1ccc(Cl)c(OCCCCN2CCC(C)CC2)c1
-12%	Cc1ccc(OCC(=O)N2CCCC(CO)(CCOc3ccccc3)C2)cc1 (centres undefined)
-13%	COC(=O)c1c(NC(=O)CSc2ccccn2)sc2c1CCC2

Later entries
KDM5B inh	Structure
16%	CCOC(=O)C1CCN(Cc2cc(=O)oc3c(C)cc(C)cc23)CC1
-24%	COc1ccc(NC(=O)c2sc3nc(C(F)(F)F)cc(C)c3c2N)cc1OC
-13%	Cc1cc(Br)c(NC(=O)COC(=O)c2ccc[n+]([O-])c2)c(Br)c1
-30%	Cn1ccc2c(OCC(=O)NCc3ccccc3Cl)cccc2c1=O
-5%	CCc1ccc(CNC(=O)c2ccc(CS(=O)(=O)Cc3ccccc3C)o2)cc1
28µM*	COc1ccc(-c2nc(-c3nnn4c3COC(c3ccc(Cl)cc3)C4)no2)cc1OC (centres undefined)
40%	O=S(=O)(Nc1ccc2c(c1)OCCO2)c1ccc(F)c(F)c1
-1%	COc1ccc(OC)c(NC(=O)Nc2cc(-c3nc4ccccc4o3)ccc2OC)c1
0%	Cc1cccc(CSc2ncc(Cl)c(C(=O)Nc3sc4c(c3C#N)CCCC4)n2)c1
?	CCOC(=O)C1CCCN(C(=O)Cn2nc(C)n3c(cc4c(OC)cccc43)c2=O)C1 (centres undefined)
14%	CCCC(=O)N1CCCN(C(C)C(=O)Nc2cccc(F)c2)CC1 (centres undefined)
28µM*	O=C(NCc1ccc(F)cc1)c1nc(-c2ccccc2)c2ccccn12
-5%	CC1C(=O)Nc2ccc(S(=O)(=O)NCc3ccc(N(C)C)cc3)cc2NC1=O (centres undefined)
9%[115 µM]	Cc1noc(C)c1[S+](=O)([O-])N1CCn2cc(C(=O)NCc3ccc(Cl)nc3)nc2C1
?	CCOC(=O)C(C#N)=C1SC(C(=O)OCC)C(C(=O)OCC)S1 (centres undefined)
124%[activator]	Cc1oc2c(C)c3oc(=O)c(CC(=O)N[C@@H](CCCNC(N)=O)C(=O)O)c(C)c3cc2c1C
?	CCOc1ccc(-c2nc(C#N)c(NCCN3CCOCC3)o2)cc1
-12%	O=C(N[C@@H]1CN(Cc2ccccc2)C[C@H]1CO)c1cccnc1
18%	CNC(=O)N1CCC(C2CCN(C(=O)c3ocnc3C)C2)CC1 (centres undefined)
9%	CCOC(=O)CCNC(=O)N1CCC(OC2CCN(Cc3ccccc3)CC2)CC1

Overlap with the part before: 2 compounds, followed by the next part.
KDM5B inh	Structure
18%	CNC(=O)N1CCC(C2CCN(C(=O)c3ocnc3C)C2)CC1 (centres undefined)
9%	CCOC(=O)CCNC(=O)N1CCC(OC2CCN(Cc3ccccc3)CC2)CC1
?	N#CC1=C(N)OC2=C(C(=O)CCC2)C1c1ccc(-c2ccccc2)o1 (centres undefined)
-1%	COc1cc(/C=C2/NC(=O)NC2=O)cc(Br)c1OCc1cccc(F)c1
7%	COCCCNC(=O)CN1CCCc2nc(C3CC3)ncc2C1=O
?	Cc1ccc(-c2nc(Nc3ccc(O)cc3)c3ccccc3n2)cc1
18%	CC(=O)c1cccc(NC(=O)Cn2c(=O)oc3cc(S(=O)(=O)NCc4ccccc4)ccc32)c1
10%	CCN(CC)C(CNS(=O)(=O)c1ccc(C#N)cc1)c1ccsc1 (centres undefined)
12%	COC(=O)C1(NC(=O)COc2cccc(F)c2)CCCCC1
-26%	O=C(CN1CC2CC(C1)[C@H]1CCCC(=O)N1C2)NCC1CC1 (some centres undefined)
-11%	COc1ccc(C2(C(=O)N3CCCC(C(=O)NCc4ccccc4)CCNC(=O)CC3)CC2)cc1 (centres undefined)
?	Cc1ccccc1C(=O)Nc1ccc(C(=O)OCc2cc(=O)n3nc(C4CC4)sc3n2)cc1
?	CCc1ccc(C(=O)NC(Cc2c[nH]c3ccccc23)C(=O)OCC(=O)c2ccc(Br)cc2)cc1 (centres undefined)
9%	O=C(CC1CCCN(c2cnn(CC3CC3)c(=O)c2)C1)NC1CCCC1 (centres undefined)
12%	Cn1c(=O)c2c(nc(Oc3ccc(F)cc3)n2Cc2ccccc2F)n(C)c1=O
-28%	Cc1nn(C(=O)c2ccccc2)c(C)c1Sc1ccc(Cl)cc1
-7%	COCCn1c(SCc2nc(-c3ccc(C)cc3)no2)nc2ccsc2c1=O
25%	COc1ccc(Cl)cc1NC(=O)c1nc2ccccc2nc1N1CCCC1
17%	Nc1nc(CN2CCN(C(=O)CNC(=O)c3ccc(OC(F)F)cc3)CC2)nc2ccccc12
-10%	CCOc1ccc2nc(N3CCC(C(=O)NCCc4ccc(OC)cc4OC)CC3)sc2c1
-19%[86.2 µM]	Cc1ccccc1C(=O)N(C)C1CCCc2ccccc21 (centres undefined)
?	FC(F)(F)c1cccc(C2=NOC3(CCN(Cc4ccccc4)C3)C2)c1 (centres undefined)
-15%	CC1CCN(S(=O)(=O)c2ccc3c(c2)N(CC(=O)NC(C)c2ccccc2)C(=O)CS3)CC1 (centres undefined)
14%	CCC(C)NC(=O)CN1C(=O)N(c2c(C)cccc2C)S(=O)(=O)c2ccccc21 (centres undefined)
18%	O=C(c1nc2ccccc2[nH]1)N1CCNc2cnc(Nc3ccc(-n4ccnc4)cc3)nc2C1
-16%	Cc1ccc(/C=C/C(=O)Nc2ccc(S(=O)(=O)Nc3onc(C)c3C)cc2)cc1
?	COc1cc(C=O)ccc1OC(=O)c1cccs1
-1%	Cc1cccc(CN2CCN(c3nc4c([nH]3)c(=O)n(C)c(=O)n4C)CC2)c1
-11%	Cc1ccc(Cl)cc1N1CCN(C(=O)CN2C(=O)CSc3c2c(C)nn3-c2ccccc2)CC1
-19%	CCc1nn(CC(=O)NCCc2ccc(OC)cc2OC)c(=O)c2cc3sccc3n12
?	O=C(CCC[C@@H]1[C@H]2CCCN3CCC[C@@H](CN1C(=O)c1ccsc1)[C@@H]23)NCC1CC1
-14%	O=C(COc1ccccc1)N(Cc1cccnc1)c1nc2c(F)cccc2s1

A stretch of the results above:
KDM5B inh	Structure
9%	O=C(CC1CCCN(c2cnn(CC3CC3)c(=O)c2)C1)NC1CCCC1 (centres undefined)
12%	Cn1c(=O)c2c(nc(Oc3ccc(F)cc3)n2Cc2ccccc2F)n(C)c1=O
-28%	Cc1nn(C(=O)c2ccccc2)c(C)c1Sc1ccc(Cl)cc1
-7%	COCCn1c(SCc2nc(-c3ccc(C)cc3)no2)nc2ccsc2c1=O
25%	COc1ccc(Cl)cc1NC(=O)c1nc2ccccc2nc1N1CCCC1
17%	Nc1nc(CN2CCN(C(=O)CNC(=O)c3ccc(OC(F)F)cc3)CC2)nc2ccccc12
-10%	CCOc1ccc2nc(N3CCC(C(=O)NCCc4ccc(OC)cc4OC)CC3)sc2c1
-19%[86.2 µM]	Cc1ccccc1C(=O)N(C)C1CCCc2ccccc21 (centres undefined)
?	FC(F)(F)c1cccc(C2=NOC3(CCN(Cc4ccccc4)C3)C2)c1 (centres undefined)
-15%	CC1CCN(S(=O)(=O)c2ccc3c(c2)N(CC(=O)NC(C)c2ccccc2)C(=O)CS3)CC1 (centres undefined)
14%	CCC(C)NC(=O)CN1C(=O)N(c2c(C)cccc2C)S(=O)(=O)c2ccccc21 (centres undefined)
18%	O=C(c1nc2ccccc2[nH]1)N1CCNc2cnc(Nc3ccc(-n4ccnc4)cc3)nc2C1
-16%	Cc1ccc(/C=C/C(=O)Nc2ccc(S(=O)(=O)Nc3onc(C)c3C)cc2)cc1
?	COc1cc(C=O)ccc1OC(=O)c1cccs1
-1%	Cc1cccc(CN2CCN(c3nc4c([nH]3)c(=O)n(C)c(=O)n4C)CC2)c1
-11%	Cc1ccc(Cl)cc1N1CCN(C(=O)CN2C(=O)CSc3c2c(C)nn3-c2ccccc2)CC1

Remaining list, next part:
KDM5B inh	Structure
-3%	Cc1oc(-c2ccccc2)nc1C(=O)OC(C)C(=O)N(C)C1CCCCC1 (centres undefined)
-12%	CCc1ccc(NS(=O)(=O)c2cc(Br)cc3c2N(C(C)=O)CC3)cc1
-31%[86.2 µM]	COc1cccc(NC(=O)NC[C@H]2O[C@@H](CO)[C@@H](O)[C@H]2N2CCC(C)CC2)c1
-1%	CNC(=O)N1CCC(C2CCN(C(=O)C3CCCC3)C2)CC1 (centres undefined)
4%	CCn1cnnc1CC1CCCN(S(=O)(=O)c2ccccc2C)C1 (centres undefined)
28µM*	COc1ncccc1-c1cc(C(=O)NCc2c(C)cc(C)[nH]c2=O)c2c(c1)N(C(C)C)CCO2
-4%	COc1ccc(C(=O)N2CCC3(CC2)C(OC)C(=O)N3CC2CC2)cc1F (centres undefined)
?	CC(C)CCN1CCNC(=O)C1CC(=O)N(C)Cc1nncn1C(C)C (centres undefined)
-4%	COc1ccc(/C=N/NC(=O)c2ccc3nc[nH]c3c2)cc1
-14%	COc1ccc(CNC(=O)CCc2c(C)nn(-c3ccc(N4CCOCC4)nn3)c2C)cc1
-10%	Cc1cc(Cl)ccc1NC(=O)CCCn1nc(C)c2c(C)n(-c3ccccc3)nc2c1=O
-38%	CCc1ccc(CNc2ncnc3onc(-c4ccc(Cl)cc4)c23)cc1
20%	N#CCCCSc1ccc(C(F)(F)F)cn1
4%	CCc1cc(=O)n(CC(=O)Nc2cccc(C(C)=O)c2)c(-c2cccc(F)c2)n1
6%	Clc1cccc(CSc2nc3ncccc3[nH]2)c1
